PTHR1 ag: activates the human parathyroid hormone receptor PTHR1; Q03431; 0.075% of 410,000 active; Potency, µM (highest dose often 115 µM), inactives show at the top dose activation, actives largely listed as activators; HEK293 GP2 PTHR1 cells, GloSensor cAMP luminescence, 1 h; also: potency is read from the fitted curve at half-maximal effect; nearly all actives have a fitted effect of over 55% in size; some results filed as inactive show a strong effect at the top dose; inactives centre near -15; many of its hits are not listed in these tables
Target sequence (Q03431 whole entry, looked up): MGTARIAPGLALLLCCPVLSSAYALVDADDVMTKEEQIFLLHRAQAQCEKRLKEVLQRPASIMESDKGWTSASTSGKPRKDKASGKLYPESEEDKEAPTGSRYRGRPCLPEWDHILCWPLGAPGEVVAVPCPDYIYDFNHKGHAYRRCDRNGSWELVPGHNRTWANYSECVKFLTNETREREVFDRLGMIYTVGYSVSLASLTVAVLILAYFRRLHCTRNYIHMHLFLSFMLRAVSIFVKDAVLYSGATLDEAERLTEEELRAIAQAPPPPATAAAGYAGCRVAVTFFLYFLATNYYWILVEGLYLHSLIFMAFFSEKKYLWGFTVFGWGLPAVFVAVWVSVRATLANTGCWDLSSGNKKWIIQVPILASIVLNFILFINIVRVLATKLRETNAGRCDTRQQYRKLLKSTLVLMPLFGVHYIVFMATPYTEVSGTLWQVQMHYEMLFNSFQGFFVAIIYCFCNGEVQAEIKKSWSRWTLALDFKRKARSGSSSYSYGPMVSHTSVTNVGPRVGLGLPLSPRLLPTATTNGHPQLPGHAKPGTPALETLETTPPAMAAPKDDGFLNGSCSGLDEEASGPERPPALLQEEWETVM
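HEK-293-derived GP2 cells expressing PTHR1 and a GloSensor cAMP reporter, 3,000/well, plated overnight, given luciferin plus IBMX (each 0.5 mM as added) for 1 h at 37 °C, then compound for 1 h at 37 °C. Luminescence was read after 15 min at room temperature.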
GLP-1R inv ag: inverse agonists of human GLP-1 receptor | P43220 | HEK293 GLP-1R CRE-luciferase, luminescence, 24 h; GLP-1R form is constitutively active | Potency, µM (top dose mostly 38.3 µM), for the others: at the highest dose activity change, negative = inhibition, hits mostly inhibitors | 1.6% of 410,000 active | AID 624417; also: potency is read from the fitted curve at half-maximal effect; % is scaled to controls: 0 for no effect and ±100 for the full control effect; nearly all actives have a fitted effect of over 55% in size
Target sequence (P43220 whole entry, looked up): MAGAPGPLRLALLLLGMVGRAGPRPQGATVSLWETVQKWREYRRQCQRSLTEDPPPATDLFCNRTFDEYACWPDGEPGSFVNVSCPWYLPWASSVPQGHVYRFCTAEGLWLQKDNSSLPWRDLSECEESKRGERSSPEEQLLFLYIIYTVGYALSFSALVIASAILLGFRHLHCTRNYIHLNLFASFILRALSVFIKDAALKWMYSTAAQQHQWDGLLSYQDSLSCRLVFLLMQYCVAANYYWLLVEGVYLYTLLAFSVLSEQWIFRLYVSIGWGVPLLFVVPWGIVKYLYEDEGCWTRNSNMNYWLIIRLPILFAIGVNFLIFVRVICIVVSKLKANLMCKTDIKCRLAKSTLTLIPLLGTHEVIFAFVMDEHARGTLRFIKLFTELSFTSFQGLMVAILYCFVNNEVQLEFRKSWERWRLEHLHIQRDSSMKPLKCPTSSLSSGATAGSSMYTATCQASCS
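Readout was luciferase luminescence, measured 12 min after detection reagent at room temperature. Beforehand, GLP-1R reporter HEK293 cells had sat 12 h, then received compounds for 24 hr at 37 deg C.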
MmCpn inh: inhibitors of Methanococcus maripaludis chaperonin (MmCpn). purified Mm-Cpn ATPase, ADP Transcreener TR-FRET. Potency, µM (series often up to 76.9 µM), without a hit: at the highest dose activity, negative = inhibition, most hits filed as inhibitors. 0.031% of 330,000 active; also: potency is read from the fitted curve at half-maximal effect; % is scaled to controls: 0 for no effect and ±100 for the full control effect; nearly all actives have a fitted effect of over 80% in size
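ATPase turnover read by TR-FRET ADP competition (Eu cryptate antibody/ADP-d2, 665/590 nm): 10uM ATP final, 25nM Mm-CPN final, 30 min 37degC after 10-min compound preincubation, pH 7.4 Tris/KCl/MgCl2/DTT buffer.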
pAkt inh: Akt phosphorylation inhibition | Neuro2A IGF-stimulated pAkt S473 HTRF, 20 min; hits give low values | activity change, % for hits at 50 µM | 0.32% of 360,000 active; in the data active = activity change below about -80%; inconclusive = mostly about -51% to -80%; also: % is scaled to controls: 0 for no effect and ±100 for the full control effect
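Single-point screen (50 µM final compound) in Neuro2A cells stimulated 20 min with 6 nM IGF at 37 deg C. After lysis, Ser473-phosphorylated Akt read by HTRF (ex 330 nm, em 615/665 nm) as the 665/615 ratio.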
Abeta yeast res: A-beta toxicity reversal in yeast; Potency, µM (series often up to 46.1 µM), inactives show at the top dose growth rescue, hits mostly activators; yeast expressing A-beta42, growth rescue, OD600, 48 h; response scale: 0% DMSO, 100% iron-clioquinol control; AID 1347071; 0.063% of 410,000 active; also: potency is read from the fitted curve at half-maximal effect; nearly all actives have a fitted effect of over 55% in size
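Yeast growth medium received pinned compounds, then yeast cells expressing toxic A-beta were added; plates incubated at 30 C for 48 hr. Growth read as absorbance at 600 nm, normalized to DMSO and equimolar FeCl3 plus clioquinol controls.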
aSyn yeast inh: rescues yeast growth from alpha-synuclein toxicity | 0.14% of 370,000 active | Potency, µM (series often up to 46.1 µM), inactives show at the highest dose growth rescue (activation), most hits filed as activators | AID 652106 | Yeast expressing alpha-synuclein, growth rescue, BacTiter-Glo, 24 h; also: potency is read from the fitted curve at half-maximal effect; % of control where 0% means no effect; nearly all actives have a fitted effect of over 65% in size
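Galactose-induced alpha-syn yeast (OD600=0.02, raffinose-pregrown) + pinned cpd, 24 hr, 30 deg C; growth by BacTiter-Glo luminescence. Growth restoration scores as activation.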
GLP1R cytotox: cytotoxicity in counter-screen for GLP-1R inverse agonists. 0.13% of 410,000 active. Potency, µM (top dose mostly 38.3 µM), inactives show top-dose activity change, negative = inhibition, actives largely listed as inhibitors. HEK293 cAMP-luciferase reporter cells, luminescence, 24 h;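 also: loss of luciferase light is scored as toxicity; potency is read from the fitted curve at half-maximal effect; % is scaled to controls: 0 for no effect and ±100 for the full control effect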
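Here, cytotoxicity is scored as loss of luminescence. The MLSMR collection was tested on cells seeded in medium containing 10% Nu serum, with a 24 hr compound exposure preceded by 12 hours of culture.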
FUS suppressor: suppressors of FUS proteinopathy in yeast | Potency, µM (top dose mostly 76.6 µM), for inactives: at the top dose growth rescue (activation), most hits filed as activators | 0.24% of 390,000 active | S. cerevisiae FUS-expressing, growth rescue, OD600, 24 h;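 also: potency is read from the fitted curve at half-maximal effect; plate controls were DMSO vehicle for no effect and reference control for full effect; nearly all actives have a fitted effect of over 55% in size; some results filed as inactive show a strong effect at the top dose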
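Compound concentration series was pinned onto galactose-induced FUS-expressing yeast seeded at OD 0.005. Plates sat 24hr at 30C; absorbance at 600 nm gave growth. DMSO served as background control.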
TDP43 rescue: rescues yeast growth from TDP-43 toxicity; TDP-43 expressing yeast growth rescue, BacTiter-Glo, 24 h; Potency, µM (doses to about 46.1 µM), inactives show at the highest dose growth rescue (activation), actives largely listed as activators; 1.8% of 410,000 active; also: potency is read from the fitted curve at half-maximal effect; % of control where 0% means no effect; nearly all actives have a fitted effect of over 50% in size
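Growth rescue of TDP-43-toxic yeast measured as ATP luminescence (BacTiter-Glo). Cells grown to mid-log in raffinose, induced in galactose at OD600=0.02, exposed to compound 24 hr at 30 deg C.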
* marks the source's active call; other numbers are inactive results; i = inactive; ? = inconclusive; . = no result given; [ ] = another dose, or the depositor's remark. Unless noted, calls follow the shape of the dose curve; as a rule, active = well fitted curve in the direction sought with a large enough effect; inconclusive = small, poorly fitted or top-dose-only effect, or another doubt; inactive = no such curve, though single readings can be large; an effect the other way counts as inactive or inconclusive. These rows are one share of the data, so the mix of outcomes need not match the whole.

no.	SMILES	PTHR1 ag	GLP-1R inv ag	MmCpn inh	pAkt inh	Abeta yeast res	aSyn yeast inh	GLP1R cytotox	FUS suppressor	TDP43 rescue
1	COc1ccc(CC(=O)c2ccccc2C(=O)O)cc1	-7%[57.5 µM]	0%	-8%	i	-6%	0%	-7%	-12%	-24%
2	Cc1ccc(S(=O)(=O)N2[C@@H](c3ccc(C(C)C)cc3)C(C(=O)O)=C[C@H]2C(C)(C)C)cc1	i	10µM*	3%	i	-18%	-29%	-16%	20%	?
3	Cc1cc(Cl)c(OCCCNC2CCCC2)c(Br)c1	i	?	0%	i	-4%	-2%	?	11%	-1%
4	CC(Oc1ccc(Cl)cc1Cl)C(=O)N/N=C1\CCCc2ccccc21 (configuration not stated)	-7%[57.5 µM]	0%	1%	i	1%	6%	-2%	20%	-16%
5	NC(=Nc1ccccc1)N(c1ccccc1)c1ccccc1	i	?	.	i	-10%	-5%	-5%	1%	-24%
6	CCn1c(SCC(=O)Nc2nc(-c3ccccc3)cs2)nnc1-c1ccccc1O	-29%	?	2%	i	16%	14%	-6%	39%	20µM*
7	CCOC(=O)c1cnc(SCC(=O)Nc2ccc(NC(C)=O)c(OC)c2)nc1N	i	0%	0%	i	1%	-2%	-2%	13%	-2%
8	COc1ccc(NC(=O)c2c(NC(=O)CCC(=O)O)sc(-c3ccccc3)c2C)cc1	-21%	-22%	-17%	i	-2%	-14%	-14%	-15%	-3%

2 of the compounds above, with two lines to a compound:
Results follow in this order: PTHR1 ag | GLP-1R inv ag | MmCpn inh | pAkt inh | Abeta yeast res | aSyn yeast inh | GLP1R cytotox | FUS suppressor | TDP43 rescue
5: NC(=Nc1ccccc1)N(c1ccccc1)c1ccccc1
→ i | ? | . | i | -10% | -5% | -5% | 1% | -24%
6: CCn1c(SCC(=O)Nc2nc(-c3ccccc3)cs2)nnc1-c1ccccc1O
→ -29% | ? | 2% | i | 16% | 14% | -6% | 39% | 20µM*

(further entries)
no.	SMILES	PTHR1 ag	GLP-1R inv ag	MmCpn inh	pAkt inh	Abeta yeast res	aSyn yeast inh	GLP1R cytotox	FUS suppressor	TDP43 rescue
9	Cc1c(C(=O)NCc2ccc(N(C)C)cc2)oc2c1-c1nn(Cc3cccc(Cl)c3)cc1CC2	-2%	?	.	.	-9%	.	-1%	44%	6%
10	Cc1nc2cc(N3CCN(C)CC3)c(NC(=O)Cc3ccccc3)cc2c(=O)n1Cc1ccccc1	-9%	?	-2%	i	17%	2%	-2%	23%	20%
11	CCC(=O)NCCc1nc2cc(NC(=O)c3cccc(Br)c3)ccc2n1C	-47%[inhibitor]	-3%	.	.	-8%	.	0%	-17%	0%[9.22 µM]
12	O=C(C1CCC(CNS(=O)(=O)c2ccc(Br)s2)CC1)N1CCN(c2ccccc2)CC1 (configuration not stated)	-26%	?	.	.	-10%	.	1%	-2%	14%
13	COc1ccccc1NS(=O)(=O)c1ccc(C(=O)NCCCN2CCCC2=O)cc1	i	-12%	1%	i	-15%	-4%	3%	-16%	4%
14	CCN1CCN(CCNC(=O)c2ccc3c(c2)N(Cc2ccc(F)cc2)C(=O)/C(=C/c2ccccc2)S3)CC1	i	10µM*	1%	i	-12%	1%	?	37%	-68%[inhibitor]
15	C=CCSc1nnc(-c2cc3c(-c4ccccc4)nn(C)c3s2)n1C	-32%[inhibitor]	-19%	0%	i	-27%	6%	-12%	35%	20µM*
16	Cc1nn(-c2ccc(Cl)c(Cl)c2Cl)c(=O)c2ccccc12	-26%	?	-18%	i	-48%[inhibitor]	9%	6%	3%	16µM*
17	Cc1ccc(CNC(=O)CCCn2c(=O)c3ccccc3n(CC(=O)Nc3ccc(C)c(C)c3)c2=O)cc1	-6%	-4%	.	.	1%	.	0%	19%	26%
18	Cc1ccccc1-c1noc(-c2ccc(N3CCCC3)c([N+](=O)[O-])c2)n1	-23%	-11%	.	.	-11%	.	1%	11%	6%
19	COc1cccc(-c2nn(-c3ccccc3)cc2CN(C)Cc2ccno2)c1	-15%	?	-6%	i	-7%	-5%	1%	9%	-21%
20	CCC(C)Sc1ccc([C@H]2N[C@@](Cc3ccccc3)(C(=O)OC)[C@H]3C(=O)N(C)C(=O)[C@@H]23)cc1 (some centres not stated)	-17%	?	1%	i	15%	21%	13%	42%	2%
21	c1cncc(-c2nc3ccccc3o2)c1	i	10%	1%	i	19%	3%	-1%	-12%	14%
22	O=C(CN(CC1CCCO1)C(=O)CCC(=O)Nc1nccs1)NCc1ccccc1 (configuration not stated)	-22%	0%	1%	i	-9%	0%	66%[activator]	22%	-3%
23	CC(=O)CSc1nnc(-c2ccncc2)n1C	i	18%	2%	i	18%	-1%	9%	-15%	13%
24	CC(=O)Nc1ccc(C)cc1	-5%	-8%	-1%	i	-16%	-5%	-1%	-42%	20%
25	CCn1c(=O)n(CC)c2cc(N3CCCC3)c(NC(=O)c3ccccc3Br)cc21	-2%	16%	-1%	.	-21%	0%	-23%	-7%	9%
26	COc1ccc(NC(=O)c2cc(S(=O)(=O)NCCC3=CCCCC3)ccc2F)cc1	-42%[inhibitor]	?	.	.	5%	.	-14%	21%	23%
27	Cc1occc1C(=O)O/N=C(\N)c1ccccc1	-44%[inhibitor]	?	-2%	i	-65%[inhibitor]	-31%[inhibitor]	?	-10%	?
28	CCCCC(=O)Nc1cc(C)c(NC(=O)c2ccco2)cn1	i	15%	?	i	1%	0%	1%	-16%	11%
29	COc1cccc(CNc2nc3cc(-c4cccc(C(=O)NCCO)c4)sc3c(=O)n2C)c1	i	0%	.	i	-11%	-8%	7%	-23%	25%
30	O=C(Cc1cccs1)NCCc1ccc(Cl)cc1	i	-23%	-2%	i	-20%	1%	1%	-4%	21%
31	O=C(NC(=S)Nc1ccc(C(F)(F)F)cc1)c1csnn1	-12%	24%	-7%	i	4%	8%	-4%	-8%	2%
32	CCOc1ccc(C(=O)Nc2cc(-c3nc4cc(OC)ccc4o3)ccc2C)cc1[N+](=O)[O-]	-25%	18%	.	.	-5%	-8%	0%	-11%	12%

Compound profiles, as listed above. Values in the order: PTHR1 ag | GLP-1R inv ag | MmCpn inh | pAkt inh | Abeta yeast res | aSyn yeast inh | GLP1R cytotox | FUS suppressor | TDP43 rescue
`C=CCSc1nnc(-c2cc3c(-c4ccccc4)nn(C)c3s2)n1C` across the screens: -32%[inhibitor] | -19% | 0% | i | -27% | 6% | -12% | 35% | 20µM*
`CCn1c(SCC(=O)Nc2nc(-c3ccccc3)cs2)nnc1-c1ccccc1O` across the screens: -29% | ? | 2% | i | 16% | 14% | -6% | 39% | 20µM*
`Cc1cc(Cl)c(OCCCNC2CCCC2)c(Br)c1` across the screens: i | ? | 0% | i | -4% | -2% | ? | 11% | -1%
`Cc1ccc(S(=O)(=O)N2[C@@H](c3ccc(C(C)C)cc3)C(C(=O)O)=C[C@H]2C(C)(C)C)cc1` across the screens: i | 10µM* | 3% | i | -18% | -29% | -16% | 20% | ?
`O=C(CN(CC1CCCO1)C(=O)CCC(=O)Nc1nccs1)NCc1ccccc1` (configuration not stated) across the screens: -22% | 0% | 1% | i | -9% | 0% | 66%[activator] | 22% | -3%

Other structures:
no.	SMILES	PTHR1 ag	GLP-1R inv ag	MmCpn inh	pAkt inh	Abeta yeast res	aSyn yeast inh	GLP1R cytotox	FUS suppressor	TDP43 rescue
33	O=C(NCc1ccc(Cl)cc1)c1cccc(NC2=NC3CS(=O)(=O)CC3S2)c1 (configuration not stated)	i	8%	1%	i	1%	-2%	3%	-12%	4%
34	CCN(C(=O)COc1cc(=O)n(C)c2ccccc12)c1cccc(C(F)(F)F)c1	-12%	-26%	.	.	-1%	.	-18%	12%	21%
35	O=C1CCC(C(=O)Nc2cccc(S(=O)(=O)N3CCOCC3)c2)N1 (configuration not stated)	6%	6%	1%	i	3%	-5%	-7%	10%	.
36	CC(C)OP(=O)(c1ccc(N(C)C)cc1)C(O)c1c(Cl)cccc1Cl (configuration not stated)	i	-18%	-1%	i	-24%	-2%	-17%	29%	-11%
37	C/C(=N\Nc1nc(-c2ccccn2)nc2ccccc12)c1ccc(F)cc1	i	?	-3%	i	-5%	4%	?	8%	18%
38	Cc1ccc(-n2c(=O)c3c(c4cc(C)ccc4n3C)n(CC(=O)c3ccc(Cl)cc3)c2=O)cc1	-22%	6%	.	.	-7%	.	4%	-6%	8%
39	COCC1CCCN(C(=O)c2ccc(OC3CCN(Cc4ccccn4)CC3)cc2)C1 (configuration not stated)	-25%	-5%	1%	i	-12%	-4%	-7%	17%	-21%
40	CCCCC(CC)CNC(=O)CCCc1nnc2n(CCC)c(=O)c3sccc3n12 (configuration not stated)	-33%	?	.	.	-1%	.	-18%	?	5%
41	CCCC#Cc1ccc2c(c1)COc1c3ccccc3nn1-2	-91%[inhibitor]	12%	1%	i	-21%	-18%	7%	0%	14%
42	Cc1ccc(N2C(=O)N3[C@H](c4cccc(C)c4)[C@@H]4C(=O)N(Cc5ccccc5)C(=O)[C@@H]4[C@]3(C)C2=O)cc1	-8%	1%	2%	i	0%	-3%	-19%	-12%	0%
43	Cn1c(=O)c2c(nc(SCC(=O)O)n2Cc2cc3c(cc2Cl)OCO3)n(C)c1=O	i	3%	-1%	i	5%	9%	7%	20%	0%
44	CCOc1ccccc1C=C1SC(=S)N(CC)C1=O	i	1%	.	i	2%	0%	4%	9%	-22%
